SKN-1 block: blocks SKN-1 activity in C. elegans | inhibition, % at 21.8 µM | 0.49% of 360,000 active | C. elegans VP596 Pgst-4::GFP/RFP ratio, acrylamide-induced, 24 h;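 active = interference check ratio from 0.5 to 1.5 plus GFP to RFP signal ratio inhibition reaching or exceeding a fixed threshold, cut at about 30% in these data, passing the limit was not always enough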; also: some compounds called inactive have numbers as strong as hits
Rin1 Abl inh: human Rin1-Abl interaction inhibition | 0.4% of 360,000 active | TR-FRET Rin1/Abl binding, biochemical | P00519+Q13671 | inhibition, % at 7.35 µM; in the data active = inhibition above about 5%, passing the limit was not always enough
Rpn11 block: inhibitors of human proteasome Rpn11; O00487; human 26S proteasome, Ub4-pepOG fluorescence polarization; 20S core pre-blocked with epoxomicin; calls only at 20 µM; 0.59% of 360,000 active; AID 588493;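 active = inhibition at 20 µM, scaled to each plate's controls, above about 33%, limit read from the data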
Target sequence (O00487 whole entry, looked up): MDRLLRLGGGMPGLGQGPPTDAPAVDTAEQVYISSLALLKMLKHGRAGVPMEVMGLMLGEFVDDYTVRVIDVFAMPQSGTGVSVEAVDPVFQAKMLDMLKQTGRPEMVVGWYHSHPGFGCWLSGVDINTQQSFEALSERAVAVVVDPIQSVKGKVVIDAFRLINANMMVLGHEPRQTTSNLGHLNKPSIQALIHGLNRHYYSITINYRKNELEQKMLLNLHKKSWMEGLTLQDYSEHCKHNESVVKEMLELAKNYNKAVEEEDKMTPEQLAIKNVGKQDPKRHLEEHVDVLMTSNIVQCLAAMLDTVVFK
NadD inh: inhibitors of Staphylococcus aureus NadD; inhibition, % at 20 µM; 0.78% of 360,000 active; AID 602399; purified NadD enzyme, colorimetric absorbance read-out; in the data active = inhibition above about 26%; also: some compounds past the cut are filed as inactive
Neddyl block: blocks human cullin neddylation; TR-FRET cullin neddylation, biochemical; AID 651699; 0.58% of 360,000 active; calls only at 25 µM; P61081+Q13564; in the data active = inhibition above about 36%
Target sequence (P61081 whole entry, looked up): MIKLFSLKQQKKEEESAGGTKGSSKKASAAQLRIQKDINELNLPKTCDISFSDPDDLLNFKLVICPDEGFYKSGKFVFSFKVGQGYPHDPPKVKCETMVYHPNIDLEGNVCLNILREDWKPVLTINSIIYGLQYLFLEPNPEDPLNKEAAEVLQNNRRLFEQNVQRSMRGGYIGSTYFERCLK
Target sequence (Q13564 whole entry, looked up): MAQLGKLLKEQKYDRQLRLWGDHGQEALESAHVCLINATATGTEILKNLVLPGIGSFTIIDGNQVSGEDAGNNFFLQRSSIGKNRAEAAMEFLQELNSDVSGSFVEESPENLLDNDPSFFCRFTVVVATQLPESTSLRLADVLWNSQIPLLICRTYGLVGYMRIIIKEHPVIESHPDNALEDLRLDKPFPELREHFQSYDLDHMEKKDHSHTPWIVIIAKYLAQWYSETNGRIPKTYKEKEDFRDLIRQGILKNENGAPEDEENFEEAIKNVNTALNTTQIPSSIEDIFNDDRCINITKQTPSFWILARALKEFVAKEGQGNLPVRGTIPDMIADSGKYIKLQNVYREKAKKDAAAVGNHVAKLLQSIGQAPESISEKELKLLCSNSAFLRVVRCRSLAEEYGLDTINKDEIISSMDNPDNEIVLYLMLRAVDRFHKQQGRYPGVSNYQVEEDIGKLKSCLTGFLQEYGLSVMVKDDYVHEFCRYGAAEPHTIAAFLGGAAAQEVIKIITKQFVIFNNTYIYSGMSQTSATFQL
MLLE-PAM2 inh: blocks PAM2 peptide binding to the PABP1 MLLE domain; 0.36% of 360,000 active; GST-MLLE / FITC-PAM2 fluorescence polarization; AID 588489; inhibition, % at 20 µM; in the data active = inhibition above about 35%, passing the limit was not always enough;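 also: plate controls were DMSO wells with GST-MLLE for no effect and wells lacking GST-MLLE protein for full effect; some results filed as inactive read as strong as hits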
MT1-MMP act inh: MT1-MMP (human) activation inhibition; P50281; HT1080 RFP-PRO-GFP cells, GFP/RFP ratio fluorescence, overnight; percent of plate control window, DMSO zero; 0.061% of 360,000 active; GFP/RFP ratio change, % at 20 µM; AID 651647;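 active = GFP/RFP ratio change of at least 30% with cell ATP level not reduced by more than half and red fluorescence within 50% of control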; also: strong numbers were not always called active
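Material: RFP-PRO-GFP reporter HT1080 cells. Dosing: single-point 20 µM compound, 1% DMSO. Controls: DMSO and RFP-L50D-GFP cell wells. Timing: cells overnight before dosing, compound overnight, 37 °C, 5% CO2. Measure: GFP/RFP fluorescence ratio.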
FAS TE block: blocks the thioesterase domain of human fatty acid synthase. recombinant FAS-TE, OMFH fluorogenic substrate, fluorescence endpoint. inhibition, % at 15 µM. 0.67% of 360,000 active;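 active = compounds whose normalised, plate-corrected inhibition of enzyme fluorescence in the single-dose primary screen is 50% or more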;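 also: 0% = DMSO with enzyme and 100% = substrate without enzyme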
CSN deneddyl inh: CSN deneddylation inhibition. Purified CSN, SCF-Nedd8-OG deneddylation, fluorescence polarization. Q92905. inhibition, % at 12.5 µM. AID 651999. 0.38% of 360,000 active;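 active = pattern-corrected inhibition above about 35%, with an unprinted fluorescence ratio check between 0.5 and 1.5, limit read from the data, passing the limit was not always enough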;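 also: 0% = enzyme with substrate and 100% = substrate without enzyme; some results filed as inactive read as strong as hits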
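Assay system: HEK293T-derived human Csn5 enzyme; quantity: 0.24 nM enzyme; medium: Tris/NaCl/DTT buffer, pH 7.5; also added: substrate SCFSkp2-Nedd8OG, 10 nM; doses: 12.5 µM compound; schedule: 90 min reaction at room temperature; signal: FP; read-out: % inhibition of substrate cleavage by Csn5; benchmarks: substrate-only high control, full reaction low control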
* hit, by the source's call; i = inactive; / = no result given.

SMILES	SKN-1 block	Rin1 Abl inh	Rpn11 block	NadD inh	Neddyl block	MLLE-PAM2 inh	MT1-MMP act inh	FAS TE block	CSN deneddyl inh
COCCN(C(=O)COC(=O)c1ccc2ccccc2c1)c1c(N)n(Cc2ccccc2)c(=O)[nH]c1=O	13	-1	i	5	i	-6	-2	-14	4
COc1cccc(Cn2c(=O)sc3ccccc3c2=O)c1	-2	5	i	-9	i	8	1	26	-1
Cc1nnc(NC(=O)C23CC4CC(C)(CC(C)(C4)C2)C3)s1	-16	1	i	-6	i	0	0	-1	-2
Nn1c(SCC(=O)N2CCCCCC2)nnc1-c1ccco1	-5	2	i	4	i	15	4	-11	-4
O=C(CCCOC(=O)c1ccc(O)cc1O)c1ccc(Br)cc1	-4	-4	i	-3	i	14	2	18	2
CCOc1ccc(NC(=O)CN(C)C(=O)C2CC(=O)N(c3cccc(SC)c3)C2)cc1OCC (configuration not stated)	-4	2	i	1	i	5	4	-5	0
CCOC(=O)Cc1csc(NC(=O)/C=C/c2ccccc2Cl)n1	-5	1	i	-4	i	6	0	-6	7
CC1CCCC(NC(=O)CSc2ncccc2C(=O)O)C1C (configuration not stated)	7	-1	i	0	i	12	10	-4	3
COC(=O)C1=C(C)N(c2ccccc2)/C(=C/c2cccs2)C1=O	-3	-2	i	8	i	-5	-4	-2	-2
COc1ccc(-c2noc(CCC(=O)NC3CCCCC3)n2)cc1	-1	3	i	-1	i	-8	2	-2	3
O=C(CN(Cc1ccccc1)S(=O)(=O)c1ccc(Br)cc1)NCc1ccco1	13	2	i	-4	i	-7	3	17	-1
O=C(CCN1CCC(c2ccccc2)C1)c1ccccc1 (configuration not stated)	14	4	i	-2	i	33	-2	-2	5
CCCN(CC1COc2ccccc2O1)C(=S)Nc1ccc(C)cc1 (configuration not stated)	0	-1	i	-6	i	-95	1	20	-9
Cc1ccc(S(=O)(=O)Nc2cccc(-c3ccc(N4CCCCCC4)nn3)c2)cc1C	-3	1	i	42*	i	-1	4	39	1
CCCOC(=O)c1[nH]c2c(c1C)C(=O)CC(c1cc(OC)c(OC)c(OC)c1)C2 (configuration not stated)	12	1	i	-7	i	-3	-2	6	-2
OC(COc1c(Br)cc(Br)cc1Br)CN1CCOCC1 (configuration not stated)	8	-1	i	-4	i	2	-2	-7	6
COc1cccc(CNc2ncnc3cc(Cl)ccc23)c1	-6	4	i	-3	i	-1	4	-7	-6
COc1ccc(C=C2OC(=O)C(C(C)=O)=C2O)cc1	-6	0	i	-3	i	-66	-5	-8	12
CCc1ccc(CN(C)CCc2ccccn2)cc1	-3	5	i	12	i	1	12	-4	-2
O=C(Nc1ccc2nn(-c3ccc(F)cc3)nc2c1)c1cccnc1	11	1	i	-1	i	-5	2	4	2
CN(C)NC1=CC(=[N+]2CCCC2)CC(C)(C)C1	-9	2	i	-2	i	-104	3	-5	-3
CN(C)C(=O)CCc1ccc2c3c([nH]c2c1)[C@]1(C)[C@@H](C(=O)N2CCOCC2)C[C@H](CC(=O)NC(C)(C)C)C(=O)N1CC3	2	-1	i	-1	i	9	4	-10	1
COc1ccc(N(CC(=O)NC2CCCC2)C(=O)Cn2nnc(-c3ccc(F)cc3)n2)cc1	9	1	i	-6	i	4	0	12	0
CC(C)NC(=O)c1ccc2sc([C@@H]3O[C@H](CO)[C@H](O)[C@H](O)[C@H]3O)nc2c1	-14	-5	i	6	i	19	-1	-8	-3
Cc1c[nH]c2cccc(OCC(CNC(C)(C)C)OC(=O)c3ccccc3)c12 (configuration not stated)	6	-1	i	-4	i	6	2	-2	-3
CCOC(=O)c1sc(Nc2nc3ccc(OC)cc3s2)cc1C	-14	-4	i	12	i	10	4	41	-11
Cc1ccc(NC(=O)c2cc(-c3ccccc3O)n[nH]2)cc1Cl	8	0	i	14	i	9	6	-5	4
Cn1c(SCC(=O)NC2CC2)nnc1-c1ccccc1	0	0	i	-4	i	4	-1	-3	-5
O=C(O)/C=C\C(=O)NC1CCCCC1	-2	4	i	-2	i	-2	-3	-1	0
CCCCCOC(=O)C1=C(C)NC(=O)NC1c1ccccc1OCC (configuration not stated)	12	4	i	1	i	-17	0	6	2
Cc1cc(Cl)ccc1OCC(=O)NNC(=O)C1CCN(c2ncnc3sc(C)c(C)c23)CC1	-1	-1	i	11	i	15	2	18	2
NN=C1c2ccccc2C(=O)C1C(=O)C(c1ccccc1)c1ccccc1 (configuration not stated)	56	8	/	30*	i	-85	-17	10	84
O=C(C1CCN(S(=O)(=O)c2ccc(F)cc2)CC1)N1CCCC(C(F)(F)F)C1 (configuration not stated)	0	1	i	-3	i	-5	0	0	-8
CCOC(=O)C1=C(C)N(C)C(C)=C(C(=O)OCC)C1c1ccncc1	-10	2	i	-2	i	-3	10	-15	-3
COc1ccccc1N(C)S(=O)(=O)c1ccc(C(=O)NCCc2ccc(F)cc2)cc1	10	4	i	-12	i	0	0	20	-4
N#Cc1cc(-c2ccccc2)nc(N2CCNCC2)n1	-3	-1	i	-4	i	-4	-9	-8	3
Cc1ccc(S(=O)(=O)Nc2ccccc2CNc2cccc(C)n2)cc1	3	-3	i	2	i	1	-8	23	-4
Cc1ccc(OCC(=O)Nc2ccc([N+](=O)[O-])cn2)cc1C	-6	-4	i	-7	i	9	4	0	3
Fc1cccc(F)c1-n1c(CN2CCOCC2)csc1=S	-2	2	i	-5	i	11	-1	-4	5
CCCCN(C(=O)CCC(=O)Nc1cc(C)on1)C(C(=O)NC1CCCC1)c1ccc(OCC)cc1 (configuration not stated)	7	2	i	-6	i	-3	4	7	1

Results in SKN-1 block, FAS TE block and Rpn11 block, for 2 of the compounds above:
SMILES	SKN-1 block	FAS TE block	Rpn11 block
O=C(O)/C=C\C(=O)NC1CCCCC1	-2	-1	i
CCCCCOC(=O)C1=C(C)NC(=O)NC1c1ccccc1OCC (configuration not stated)	12	6	i

The listing continues.
SMILES	SKN-1 block	Rin1 Abl inh	Rpn11 block	NadD inh	Neddyl block	MLLE-PAM2 inh	MT1-MMP act inh	FAS TE block	CSN deneddyl inh
CCCC(=O)Nc1ccccc1NC(=O)c1ccc2c(c1)OCO2	7	-3	i	-6	i	-3	-4	-4	0
Cc1nn(Cc2ccccc2)c(Cl)c1C(=O)NCCc1ccccc1	3	6	i	-1	i	4	3	1	4
O=C(Cn1nnc(-c2ccc3c(c2)OCO3)n1)Nc1ccccc1C(=O)O	7	0	i	9	i	-58	0	-5	0
C=CC(=O)Nc1cccc(N(C)c2ccnc(Nc3ccc(N4CCN(C)CC4)cc3)n2)c1	-15	0	i	18	i	1	-2	-9	19
Cc1nc(SCC(=O)NCc2ccccc2)c2c(=O)n(C)c(=O)n(C)c2n1	8	-1	i	-1	i	-6	0	0	3
COc1cccc(CCN2CCC(CNS(=O)(=O)c3cc(-c4cc(C)no4)ccc3OC)CC2)c1	8	5	i	0	i	6	3	-4	-2
O=C(COC(=O)/C=C/c1cccs1)Nc1cccc(S(=O)(=O)N2CCCC2)c1	5	-1	i	-6	i	-6	1	13	-16
Cc1ccnc(NC(=O)C2CCN(S(=O)(=O)c3cccc(C(F)(F)F)c3)CC2)c1	1	1	i	-2	i	-4	-3	8	5
CCOc1ccc(NC(=S)N2CCCCCC2)cc1	-5	-1	i	3	i	-83	4	-6	-3
C=CCn1c(SCC(=O)NC)nnc1C12CC3CC(CC(C3)C1)C2	-6	2	i	3	i	-37	-1	-2	-4
CCc1ccc(NC(=O)COC(=O)c2nc3nc(C)cc(C)n3n2)cc1	-6	5	i	1	i	-5	-1	-3	1
CCOC(=O)C1(CC2CC2)CCN(C(=O)c2cc(OC)nc3ccccc23)CC1	1	-1	i	-1	i	0	-8	8	14
Cc1ccc(CCN=c2c([N+](=O)[O-])nn(-c3ccccc3)n2O)cc1	-6	-3	i	-8	i	5	3	5	0
COc1ccc(CCNC(=O)C2CCCN2C(=O)Nc2cccc(C(C)=O)c2)cc1OC (configuration not stated)	2	1	i	-1	i	-2	-4	-7	0
CC(C)CC1(C2CCCC2)NC(=O)NC1=O (configuration not stated)	2	2	i	-4	i	8	2	-10	7
COc1ccc(C)cc1-n1cnc2sc(C)c(C)c2c1=O	6	-1	i	1	i	10	-1	-8	2
Brc1ccc(-c2nn3c(-c4ccco4)nnc3s2)o1	2	-63	i	11	i	18	1	1	41*
COc1cc2c(cc1OC)C(c1cc(Br)c(OC)c(OC)c1)CC(=O)N2 (configuration not stated)	15	1	i	1	i	2	5	-4	0
Cc1nc(-c2cccc(NC(=O)c3ccc(-n4nccc4C)cc3)c2)cs1	16	4	i	1	i	8	0	10	-4
O=C(Cn1nnc(-c2ccc3c(c2)OCO3)n1)N1CCOCC1	24	-3	i	0	i	0	3	-5	-4
COc1cc(C(C[N+](=O)[O-])c2c(C)cc3ccccn23)ccc1O (configuration not stated)	0	1	i	11	i	9	-5	-2	0
Cc1ccc(N=C2N=C(N)c3ccccc32)cc1C	-32	-5	i	1	i	-34	0	-29	-1
Cc1ccc(NC(=S)Nc2ccc(F)cc2)cc1C	-11	0	i	-4	i	31	6	5	-1
Cn1ccc(CC(=O)N2CCC(N3CCC(C(=O)N4CCCC4)CC3)CC2)c1	32	1	i	-3	i	-12	0	-4	8
Nc1c(Cl)c(Cl)nc(C(=O)OCC(=O)N2CCCC2=O)c1Cl	4	-2	i	-1	i	-8	-7	-9	-3
COc1ccc(C(C)=O)cc1CSc1nnc(-c2ccc(Cl)cc2)n1-c1ccccc1	-17	6	i	9	i	-42	-10	12	0
C/C(=N\OC(=O)c1ccc(Cl)cc1)c1sc(-c2ccccc2)nc1C	-18	0	i	-7	i	36	4	2	-5
CCCCn1c(N)c(N(CC)C(=O)C2=COCCO2)c(=O)[nH]c1=O	-3	0	i	0	i	6	3	-5	-11
Cc1[nH]nc2c1C1(CCN(C(=O)c3ccccc3)CC1)C(C#N)=C(N)O2	-13	1	i	3	i	0	2	-6	3
CCCCn1c(N)c(N(CC(C)C)C(=O)c2ccc(N3C(=O)CCC3=O)cc2)c(=O)[nH]c1=O	-6	3	i	-1	i	-23	-3	-8	-3
COc1ccc(C(=O)Nc2cc3c(cc2Cl)OCCCO3)cc1	-1	3	i	3	i	-2	2	1	-4
CCSc1oc(-c2ccccc2)nc1S(=O)(=O)c1ccccc1	-7	-3	i	4	i	19	-9	26	2
Cc1ccc(C(=O)c2c3ccc(C(F)(F)F)cc3nn2CCC(N)=O)cc1	-5	2	i	-8	i	10	-1	2	0
Cn1c(Cc2ccccc2)nnc1SCCC(=O)Nc1ccccc1	6	-5	i	6	i	-125	-4	-8	-5
COc1ccc2c(c1)C(C)=CC(C)(C)N2C(=O)CN1C(=O)CCC1=O	18	1	i	3	i	-4	0	-2	-1
O=C(Nc1nc2ccccc2[nH]1)c1cc2ccccc2o1	11	-5	i	-2	i	-13	-6	-4	-2
Cc1cn(CC(=O)NCCc2c[nH]c3ccccc23)c(=O)[nH]c1=O	6	-1	i	2	i	5	1	-7	-2

NadD inh: entries above that show a hit.
SMILES | SKN-1 block | Rin1 Abl inh | Rpn11 block | NadD inh | Neddyl block | MLLE-PAM2 inh | MT1-MMP act inh | CSN deneddyl inh
Cc1ccc(S(=O)(=O)Nc2cccc(-c3ccc(N4CCCCCC4)nn3)c2)cc1C | -3 | 1 | i | 42* | i | -1 | 4 | 1
NN=C1c2ccccc2C(=O)C1C(=O)C(c1ccccc1)c1ccccc1 (configuration not stated) | 56 | 8 | / | 30* | i | -85 | -17 | 84

Screening results as filed in PubChem.
